Screening data: PubChem BioAssay, National Center for Advancing Translational Sciences (NCATS)
B2AR arrestin: beta2AR (human) beta-arrestin recruitment activity. P07550. beta-arrestin recruitment to beta2AR, cell-based reporter. Potency, µM (doses to about 46.1 µM), without a hit: at the highest dose activation, most hits filed as activators. hit rate 0.02% among 330,000. AID 492947;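 also: potency is read from the fitted curve at half-maximal effect; 0% = DMSO controls and full agonism = EC100 isoproterenol or metaproterenol; nearly all actives have a fitted effect of over 65% in size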
Target sequence (P07550 whole entry, looked up): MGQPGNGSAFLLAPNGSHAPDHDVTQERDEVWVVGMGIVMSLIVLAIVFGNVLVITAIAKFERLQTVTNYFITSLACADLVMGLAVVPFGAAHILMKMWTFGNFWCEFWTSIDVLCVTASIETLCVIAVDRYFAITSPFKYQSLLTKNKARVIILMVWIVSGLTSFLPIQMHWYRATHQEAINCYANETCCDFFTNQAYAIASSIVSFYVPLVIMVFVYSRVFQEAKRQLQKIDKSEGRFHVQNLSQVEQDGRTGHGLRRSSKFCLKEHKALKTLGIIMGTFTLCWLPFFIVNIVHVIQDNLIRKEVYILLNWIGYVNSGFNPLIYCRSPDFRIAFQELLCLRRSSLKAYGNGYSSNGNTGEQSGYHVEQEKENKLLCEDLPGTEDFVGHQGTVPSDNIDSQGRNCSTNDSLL
KCNH2 WT inh: blocks the wildtype human KCNH2 potassium channel; Q12809; hit rate 0.37% among 340,000; U2OS, BacMam KCNH2, thallium flux FluxOr; hits give low values; activity change, % at 1.84 µM;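 active = maximum activity change below -70%; inconclusive = maximum activity change between -70% and -50%; inactive = maximum activity change above -50%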
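U2OS cells were transduced with wild-type KCNH2 virus (2.03 x 10^8 / mL) for 4 h at room temperature, then cultured overnight at 37 C. Thallium flux was read with FluxOr dye. Rate constants were normalized to DMSO controls.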
GALK inh: galactokinase (human) inhibition | Purified GALK, Kinase-Glo residual ATP luminescence | P51570 | hit rate 0.007% among 270,000 | Potency, µM (doses to about 57.5 µM), for the others: at the top dose activity change, negative = inhibition, actives largely listed as inhibitors | AID 1868; also: potency is read from the fitted curve at half-maximal effect
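Human GALK (5 nM) with 35 uM ATP and 100 uM galactose in 20 mM HEPES pH 8.0, 5 mM MgCl2, 60 mM NaCl, 1 mM DTT, 0.01% BSA. After 1 h at room temperature, leftover ATP was read by Kinase-Glo Plus luminescence.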
KCNH2 3.1 block: inhibitors of human KCNH2 3.1 potassium channel isoform; hit rate 0.95% among 340,000; U2OS KCNH2 3.1, thallium flux FluxOr; hits give low values; activity change, % (tested at about 1.8 µM);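 active = maximum activity change below -70%; inconclusive = maximum activity change from -70% to -50%; inactive = maximum activity change above -50%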;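 also: thallium influx rate constant from kinetic fluorescence after stimulation buffer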
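Virally transduced U2OS (3.1 isoform, 4 h infection in dark at RT) → overnight 37 C → FluxOr + Red40 in HBSS/HEPES, 45 min → stimulation buffer, 2 min kinetic read → rate constant vs DMSO controls.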
USP2a inh: blocks human ubiquitin-specific protease USP2a | O75604 | USP2 core, Ub-CHOP2 coupled fluorogenic reporter, 485/531 | Potency, µM (highest dose often 38.3 µM), without a hit: at the top dose activity change, negative = inhibition, most hits filed as inhibitors | hit rate 0.01% among 330,000;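 also: potency is read from the fitted curve at half-maximal effect; plate controls were DMSO wells for no effect and full inhibition by NEM control for full effect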
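USP2 core (10nM final) preincubated 30min RT with compound in 20mM Tris-HCl pH 8.0, 2mM CaCl2, 2mM beta-mercaptoethanol, 0.05% CHAPS; 25nM Ub-CHOP2 plus 25nM reporter substrate added, fluorescence (Ex485/Em531) read after 60min.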
Eya2 inh: Eya2 (human) phosphatase inhibition; O00167; recombinant Eya2, OMFP fluorescence dephosphorylation (OMFP is methylfluorescein phosphate); Potency, µM (titrated, usually from 76.9 µM), inactives show at the highest dose activity, negative = inhibition, hits mostly inhibitors; hit rate 0.006% among 330,000; also: potency is read from the fitted curve at half-maximal effect
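Eya2 (0.2 uM) preincubated 10 min at ambient with compound, then OMFP substrate added at 50 uM; 10 min reaction in 50 mM HEPES pH 7.5, 50 mM NaCl, 5 uM MgCl2, 0.05% BSA, 1 mM DTT. Fluorescence read at Ex 485/Em 525 nm.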
uPA generation: blocks generation of uPA at the cell surface; hit rate 0.31% among 330,000; Potency, µM (highest dose often 38.3 µM), without a hit: at the top dose activity change, negative = inhibition, actives largely listed as inhibitors; cell surface uPA generation assay, qHTS; active = well fitted inhibition curve with a large enough effect; inconclusive = small, poorly fitted or top-dose-only effect; inactive = no such curve, though single readings can be large or run the other way; tested in mouse RAW 264.7 cells; also: potency is read from the fitted curve at half-maximal effect; nearly all actives have a fitted effect of over 55% in size
Giardia kill: Giardia lamblia killing | Giardia lamblia trophozoite viability | activity change, % at 7.66 µM, hits read low | hit rate 0.15% among 340,000 | AID 540267; in the data active = activity change below about -80%; inconclusive = between about -30% and that limit;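 also: parasites exposed to compound for two days anaerobically before the ATP read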
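Trophozoites 100 cells/well + cpd; 48 hrs, 37 deg C, anaerobic. ATPLite 1-Step added, 15-30 min RT, luminescence read (ATP-based viability).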
BCR signal inh: chronic active BCR signaling inhibition | ABC-DLBCL IkBa-CBG/CBR reporter, luminescence ratio, 4 h | Potency, µM (highest dose often 46.1 µM), for inactives: at the highest dose ratio change, negative = lower green/red ratio, most hits filed as inhibitors | hit rate 0.05% among 340,000 | AID 493014; active = well fitted inhibition curve with a large enough effect in the signal ratio, with a control signal flat, not every such curve was filed as active; inconclusive = small, poorly fitted or top-dose-only effect, or effect the other way, or a change in a side signal; the % refers to the signal ratio;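 also: potency is read from the fitted curve at half-maximal effect; plate controls were basal doxycycline-induced cells for no effect and cells given 10 µM MG132 for full effect; MG132 reads +100%, hits lower the ratio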
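Cell line TMD8 (human ABC DLBCL), stably expressing tet-inducible CBG68-IkBa fusion and CBR; IMDM/0.5% FBS; cpd up to 46 uM; dox induction, 4 h, 37C/5% CO2; dual luminescence; green/red ratio; MG132 control.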
Coupling enz: counter-screen for Giardia aldolase inhibitors: coupling enzyme system. activity change, negative = inhibition, % at 58.2 µM, hits read low. hit rate 0.67% among 290,000. coupling enzyme system counterscreen, AmpLite Red fluorescence; in the data active = activity change below about -30%
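Counterscreen lacking aldolase: glyceraldehyde-3-phosphate coupling-enzyme reagent preincubated 10 min at RT with compound (at 57.5 uM final), then substrate/coupling system with AmpLite Red added; fluorescence read at 525/598 nm after 20 min RT.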
PKM2 act: activators of human pyruvate kinase M2 | Potency, µM (doses to about 57.5 µM), without a hit: at the top dose activation, most hits filed as activators | P14618 | purified PKM2, Kinase-Glo ATP luminescence, activation; response scale: 0% is enzyme alone, no compound | hit rate 0.34% among 260,000; also: potency is read from the fitted curve at half-maximal effect; nearly all actives have a fitted effect of over 55% in size
Target sequence (P14618 whole entry, looked up): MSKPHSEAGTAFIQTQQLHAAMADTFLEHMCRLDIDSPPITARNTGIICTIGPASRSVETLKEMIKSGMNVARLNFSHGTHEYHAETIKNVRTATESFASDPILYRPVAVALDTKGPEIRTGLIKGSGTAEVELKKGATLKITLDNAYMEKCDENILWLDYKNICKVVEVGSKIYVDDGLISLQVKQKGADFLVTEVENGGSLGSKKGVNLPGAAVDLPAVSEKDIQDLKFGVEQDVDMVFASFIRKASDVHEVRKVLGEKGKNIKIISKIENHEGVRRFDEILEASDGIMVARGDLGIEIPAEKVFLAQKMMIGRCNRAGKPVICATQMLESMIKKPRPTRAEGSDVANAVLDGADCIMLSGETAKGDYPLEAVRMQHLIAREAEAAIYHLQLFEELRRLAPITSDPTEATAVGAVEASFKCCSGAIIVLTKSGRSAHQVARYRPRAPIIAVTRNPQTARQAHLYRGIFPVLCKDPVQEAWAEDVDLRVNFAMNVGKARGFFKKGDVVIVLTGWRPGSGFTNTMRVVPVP
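ATP formation by purified human PK-M2, quantified via coupled luciferase luminescence after 1 h at room temperature with 0.1 mM ADP and 0.5 mM PEP final.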
The depositor's hits bear a star; ? = inconclusive; nt = no result given. Unless noted, calls follow the shape of the dose curve; as a rule, active = well fitted curve in the direction sought with a large enough effect; inconclusive = small, poorly fitted or top-dose-only effect, or another doubt; inactive = no such curve, though single readings can be large; an effect the other way counts as inactive or inconclusive. Unless noted, % is scaled to controls: 0 for no effect and ±100 for the full control effect.

mol	B2AR arrestin	KCNH2 WT inh	GALK inh	KCNH2 3.1 block	USP2a inh	Eya2 inh	uPA generation	Giardia kill	BCR signal inh	Coupling enz	PKM2 act
Cc1ccc(-n2nc(C(=O)N3CCOCC3)cc2-c2ccc(Cl)cc2)cc1	0.0%	-32	0%	?	2%	-19%	-6%	?	?	-12	-5%
Cc1coc2c1c(C)cc1oc(=O)c(Cc3ccccc3)c(C)c12	-0.5%	10	1%	-8	-2%	-3%	nt	-8	-10%	-3	5%
COCCn1c(SCC(=O)Nc2cccc(C(=O)OC)c2)nc2ccccc2c1=O	-0.6%	-7	6%	-13	-1%	4%	-6%	-8	0%	3	-3%
CC(O)c1ccc(-n2cnnn2)cc1 (stereo not given)	-2.3%	3	2%	-2	3%	0%	-1%	5	-1%	4	-2%
Cc1cc(C(C)(C)C)ccc1OCC(=O)N/N=C\c1c(C)n(C)n(-c2ccccc2)c1=O	-1.1%	-2	2%	?	-3%	-18%	2%	2	8%	2	nt
COc1ccc(-c2nc(SC(CC(=O)NCCN3CCOCC3)c3cccs3)n[nH]2)cc1 (stereo not given)	-1.1%	-7	1%	-36	9%	10%	2%	8	-1%	2	-2%
O=C(c1ccc(Br)o1)N1CCC(c2nc3ccccc3[nH]2)CC1	-0.1%	7	nt	-10	3%	10%	3%	7	12%	nt	nt
CCOc1ccc(OCC(=O)Nc2ccc(OC)cc2[N+](=O)[O-])cc1	-0.3%	-3	0%	-4	1%	9%	6%	21	-3%	2	-3%
CCOC(=O)c1cc2c(=O)n3ccccc3nc2n(Cc2ccco2)c1=NC(=O)c1ccccc1OCC	-0.1%	5	1%	-4	4%	-7%	5%	22	14%	7	27%
Cc1ccccc1NC(=O)COC(=O)c1cccnc1	0.2%	6	-2%	-2	1%	7%	-9%	7	-12%	1	-3%
COC(=O)c1ccccc1NC(=O)CN1C(=O)NC2(CCCCCCC2)C1=O	0.4%	-10	nt	22	-7%	10%	-16%	-2	-12%	nt	nt
Cc1ccc(C(C)C)cc1OCC(=O)Nc1ccc(N2CCCCC2)cc1	0.0%	-4	nt	-6	0%	-39%	6%	-11	0%	nt	nt
CCOc1cccc2sc(N(CCN(C)C)C(=O)c3ccc(Br)s3)nc12	-0.2%	11	-2%	8	1%	3%	0%	-3	-2%	0	11%
CC(C)CCN(C(=S)Nc1cccc(C(F)(F)F)c1)C(C)c1ccccn1 (stereo not given)	0.3%	12	-4%	-6	1%	?	-3%	-13	-3%	-6	3%
CCCCNC(=O)c1ccc2c(c1)N(C)C(=O)c1ccccc1S2	-0.6%	0	4%	11	0%	-5%	1%	?	-1%	2	nt
Cc1ccc(C)c(OCCC(=O)OCC(=O)NCc2ccccc2)c1	-0.1%	-7	nt	5	-1%	10%	2%	-18	-2%	nt	nt
CC(=O)Nc1ccc(S(=O)(=O)n2cnc3ccccc32)cc1	-0.4%	0	-2%	-9	6%	-28%	-3%	7	?	3	0%
O=c1[nH]sc2ccccc12	0.0%	-8	11%	-6	1%	-8%	-8%	-3	?	-1	-5%
O=C(NCCCc1ccc(F)cc1)C1CCC(=O)N(CCCN2CCCC2=O)C1 (stereo not given)	-1.0%	-12	2%	-4	1%	-6%	-1%	8	7%	-3	nt
CCOc1ccccc1N1CC(O)=C(c2nc3ccccc3s2)C1=N	0.2%	3	0%	5	2%	4%	?	-14	-19%	-12	4%
Cc1cc(C)n(Cc2ccc(Cl)nc2)n1	-0.2%	-14	-1%	-5	0%	22%	-3%	-9	6%	-1	3%
CCOC(=O)c1ccc(S(=O)(=O)NCC(c2ccc(N(C)C)cc2)c2c[nH]c3ccccc23)cc1 (stereo not given)	-0.9%	10	3%	-4	-8%	3%	16%	10	?	4	-3%
COc1ccc(-c2nc(CS(=O)(=O)CC(=O)NCc3ccc4c(c3)OCO4)c(C)o2)cc1	2.9%	7	3%	-17	-5%	6%	10%	-8	8%	nt	nt
COc1ccc(C(=O)N=C2SC3CS(=O)(=O)CC3N2Cc2ccc(F)cc2)cc1 (stereo not given)	-0.3%	9	1%	-20	3%	1%	-6%	6	0%	-4	nt
COc1ccc(O)c(CN2CCN(CCc3ccccc3)C(CCO)C2)c1 (stereo not given)	-0.4%	14	-1%	10	-7%	2%	nt	-4	-13%	-4	5%
CCCOc1ccccc1/C=C(\C#N)C(=O)Nc1cccc(C)n1	-0.4%	0	-3%	-1	1%	1%	-11%	1	1%	1	nt
CC(=O)Nc1ccc(N/C=C/C(=O)c2ccc(Cl)cc2)cc1	0.5%	-9	0%	?	9%	13%	0%	12	-12%	0	10%
Cc1nn(CCC(=O)O)c2nc(-c3cccnc3)cc(C(F)(F)F)c12	0.3%	-5	-2%	-6	3%	12%	-10%	2	0%	0	-2%
COc1cc(/C=C/C(=O)OCC(=O)NCCc2ccccc2)cc(OC)c1OC	0.3%	-10	1%	6	-1%	2%	0%	-14	-17%	-1	-2%
NC(=O)c1ccc(NC(=O)COc2ccc(-n3cnnn3)cc2)cc1	-0.3%	-1	nt	-3	4%	4%	10%	0	5%	nt	nt
CCOc1ccc(NC(=S)Nc2cccnc2)cc1	-0.7%	5	3%	-10	1%	1%	16%	7	7%	0	nt
COc1ccc(S(=O)(=O)NNC(=O)c2csc(-n3nc(C)cc3C(F)(F)F)n2)cc1OC	-0.5%	15	-1%	3	-1%	15%	6%	0	-11%	3	3%
COC(=O)c1ccc(C)c(N(CCO)CCO)c1	-0.5%	-9	0%	-4	-1%	-9%	nt	7	0%	3	-4%
O=C(CNC(=S)N(Cc1ccccc1)Cc1cccnc1)NCCN1CCOCC1	-0.1%	11	-2%	-6	-2%	-7%	5%	-20	-8%	2	-6%
CC1=CC(C)C(/C=N/n2cnnc2)C(C)C1 (stereo not given)	-0.4%	-8	1%	-4	-1%	-3%	-3%	14	?	0	1%
COC(=O)c1sccc1NC(=S)N1CCN(C)CC1	-2.2%	9	11%	5	3%	5%	1%	10	6%	1	-2%
O=C(O)c1cccc(S(=O)(=O)Nc2cccc(S(=O)(=O)N3CCCC3)c2)c1	0.0%	0	nt	2	0%	-3%	10%	4	?	nt	nt
Clc1ccc(OCc2nnc3n2CCCCC3)c(Cl)c1	-0.7%	-14	0%	12	-5%	-14%	13%	8	-6%	3	-12%
COc1ccc2[nH]cc(C(=O)CN3CCN(C4CCCCC4)CC3)c2c1	-0.6%	20	-6%	-7	3%	11%	-6%	6	6%	0	-2%
CCn1c(SCC(=O)NCc2ccccc2)nnc1C(CO)NC(=O)c1ccccc1 (stereo not given)	-0.2%	-9	-2%	7	0%	0%	0%	-3	3%	nt	-10%
CCn1c(SCC(=O)Nc2sc3c(c2C#N)CCCC3)nnc1-c1ccncc1	8.1%	21	0%	2	-1%	-6%	-2%	29	-10%	7	13%
CN1C(=O)/C(=N/OC(=O)c2ccccc2)c2ccccc21	-0.6%	-2	-2%	6	0%	12%	0%	1	-3%	8	7%
Cc1cccc(C)c1-n1nnnc1SCC(=O)N1CCNC1=O	0.0%	-15	nt	-7	0%	11%	-9%	-9	-5%	nt	nt
CCCCCCNC(=O)C(=O)NCCc1ccc(Cl)cc1	0.2%	5	5%	0	1%	13%	-2%	-1	-5%	4	-5%
NC(=O)CCN(C1CCCCC1)S(=O)(=O)c1cccc2nsnc12	-0.2%	9	-1%	-6	6%	-8%	-5%	-19	0%	2	2%
CCc1nn2cc(C(=O)c3cc(C)ccc3O)cnc2c1-c1ccc(F)cc1	-0.5%	3	-2%	8	6%	-1%	3%	10	-18%	-2	-2%
COc1ccc(CCNC(=O)c2ccc(OCC(=O)N3CCOCC3)c(OC)c2)cc1	-0.1%	-1	nt	9	2%	-7%	1%	-10	-30%	nt	nt
C[C@H](CO)N1C[C@H](C)[C@H](CN(C)CC2CCCCC2)Oc2ccc(NS(=O)(=O)c3ccc(F)cc3)cc2CC1=O	0.3%	3	nt	11	-12%	-30%	?	-3	-1%	nt	nt
CN(CC(=O)NCCc1ccc(S(N)(=O)=O)cc1)Cc1ccc(Cl)cc1Cl	-0.2%	7	-1%	-3	-2%	6%	-6%	-28	0%	-1	0%
CCOC(=O)/C=C1\NC(C)(C)Cc2cc(OC)c(OC)cc21	0.2%	3	-2%	8	1%	-10%	-7%	-8	?	3	0%
COc1ccc(Cl)cc1NC(=O)CN1C(=O)NC(C)(Cc2ccc(OC)c(OC)c2)C1=O (stereo not given)	-0.5%	5	nt	6	-2%	-8%	14%	6	-7%	nt	nt
CCN1CCN(C(=O)CCN2C(=O)COc3ccc(C)cc32)CC1	-0.6%	13	1%	-47	-1%	-12%	6%	-2	1%	1	-2%
COc1nc(N2CCOCC2)nc(-n2cccc2)n1	-0.2%	-13	4%	11	-2%	-40%	nt	4	?	2	3%
